# GALK inhibitor: qHTS Assay for Inhibitors of Human Galactokinase (GALK); P51570; Purified GALK, Kinase-Glo residual ATP luminescence; Potency, µM (doses to about 57.5 µM), without a hit: top-dose activity change, negative = inhibition, usual class: inhibitors; hit rate 0.007% among 270,000; AID 1868, 2009; further: potency means the concentration at half of the fitted maximal effect; on the % scale 0 is the no-effect control and ±100 the full control effect
#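 Compounds were pin-transferred into ATP buffer (35 uM final), then GALK plus galactose (5 nM, 100 uM final) was added. After 1 h at room temperature, Kinase-Glo Plus was added and luminescence read after 10 min.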
# TSG101-PTAP inh: qHTS Assay for Iinhibitors of HIV-1 Budding by Blocking the Interaction of PTAP/TSG101 | 340,000 tested, under 10 active | AID 493005, 2010 | Potency, µM (series often up to 115 µM), without a hit: at the top dose activity change, negative = inhibition, most hits filed as inhibitors | Tumor susceptibility gene 101 protein (Homo sapiens), Q99816 | Fluorescence polarization, FITC-PTAP peptide / Tsg101 binding; active means well fitted inhibition curve with a large enough effect in the main read-out, with a control signal flat, not every such curve was filed as active; inconclusive means small, poorly fitted or top-dose-only effect, or effect the other way, or a change in a side signal; inactive means no such curve, though single readings can be large or run the other way; further: potency means the concentration at half of the fitted maximal effect; % of control where 0% means no effect
#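 FP read-out: FITC-PTAP peptide, 50 nM final, binding Tsg101 binding domain, 10 uM final; 20 min, r.t.; 10 mM HEPES pH 7.5, 0.15 M NaCl, 0.01% Tween 20, 3 mM EDTA, 0.1 mM TCEP.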
# Menin MLL FP TR: qHTS Assay for Inhibitors Targeting the Menin-MLL Interaction in MLL Related Leukemias: Competition With Texas Red Labeled MLL-derived Mutant Peptide; Potency, µM (top dose mostly 61.6 µM), inactives show at the top dose FP activity change, negative = inhibition, actives largely listed as inhibitors; AID 1768, 2009; Menin + Texas Red MLL mutant peptide, fluorescence polarization; hit rate 0.23% among 270,000; O00255; active means well fitted inhibition curve with a large enough effect in the polarisation, with a control signal flat, not every such curve was filed as active; inconclusive means small, poorly fitted or top-dose-only effect, or effect the other way, or a change in a side signal; inactive means no such curve, though single readings can be large or run the other way; the % refers to the polarisation; further: potency means the concentration at half of the fitted maximal effect; % of control where 0% means no effect; many of its hits are not listed in these tables
# Target sequence (O00255 whole entry, looked up): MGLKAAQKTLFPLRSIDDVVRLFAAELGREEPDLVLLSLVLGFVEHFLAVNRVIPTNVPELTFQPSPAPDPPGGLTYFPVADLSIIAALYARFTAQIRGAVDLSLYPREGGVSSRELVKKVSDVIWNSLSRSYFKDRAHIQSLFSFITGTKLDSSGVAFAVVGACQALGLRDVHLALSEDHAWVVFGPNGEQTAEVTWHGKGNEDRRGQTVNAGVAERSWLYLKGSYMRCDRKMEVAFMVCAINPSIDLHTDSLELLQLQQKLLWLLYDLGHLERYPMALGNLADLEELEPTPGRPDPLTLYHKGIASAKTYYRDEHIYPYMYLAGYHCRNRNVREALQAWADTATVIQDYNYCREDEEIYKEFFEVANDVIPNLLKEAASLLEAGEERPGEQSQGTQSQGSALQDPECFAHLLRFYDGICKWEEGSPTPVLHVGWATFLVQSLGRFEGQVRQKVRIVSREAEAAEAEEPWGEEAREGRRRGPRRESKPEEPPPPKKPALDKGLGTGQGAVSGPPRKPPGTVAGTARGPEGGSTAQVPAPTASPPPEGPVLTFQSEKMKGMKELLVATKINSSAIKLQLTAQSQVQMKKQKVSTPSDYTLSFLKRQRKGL
# Integrin act MD: qHTS for Activators of Integrin-Mediated Alleviation for Muscular Dystrophy; alpha7betagal myoblasts, beta-gal FDG fluorescence, 48 h; Potency, µM (top dose mostly 38.3 µM), for the others: top-dose activation, hits mostly activators; hit rate 0.064% among 350,000; AID 624291, 2012;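 further: potency means the concentration at half of the fitted maximal effect; 100% = response of the positive control SU9516; nearly all actives have a fitted effect of over 60% in size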
#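 alpha7betagal+/- myoblasts (passage 13, 250/well) treated 48 h at 37C with compounds at 1:260 dilution of DMSO stock. Lysed, then beta-galactosidase activity read as FDG fluorescence (ex 480/em 540) after 30 min, with pre-read for autofluorescence.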
# BCR signal inh: qHTS Assay to Find Inhibitors of Chronic Active B-Cell Receptor Signaling; Potency, µM (doses to about 46.1 µM), without a hit: at the highest dose ratio change, negative = lower green/red ratio, most hits filed as inhibitors; ABC-DLBCL IkBa-CBG/CBR reporter, luminescence ratio, 4 h; hit rate 0.05% among 340,000; AID 493014, 2011; active means well fitted inhibition curve with a large enough effect in the signal ratio, with a control signal flat, not every such curve was filed as active; inconclusive means small, poorly fitted or top-dose-only effect, or effect the other way, or a change in a side signal; the % refers to the signal ratio;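 further: potency means the concentration at half of the fitted maximal effect; plate controls were basal doxycycline-induced cells for no effect and cells given 10 µM MG132 for full effect; MG132 reads +100%, hits lower the ratio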
#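 Concentration-response series (up to 46 uM) were applied to TMD8 dual-reporter cells for 4 h at 37C with doxycycline. Green/red ratio, after filter-overlap correction, defined %Activity; red signal alone was normalised to basal cells and zero luminescence.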
# PKM2 act: qHTS Assay for Activators of Human Muscle isoform 2 Pyruvate Kinase | purified PKM2, Kinase-Glo ATP luminescence, activation; response scale: 0% is enzyme alone, no compound | hit rate 0.34% among 260,000 | Pyruvate kinase PKM (Homo sapiens), P14618 | Potency, µM (titrated, usually from 57.5 µM), without a hit: top-dose activation, hits mostly activators; further: potency means the concentration at half of the fitted maximal effect; on the % scale 0 is the no-effect control and ±100 the full control effect; nearly all actives have a fitted effect of over 55% in size
# Target sequence (P14618 whole entry, looked up, canonical isoform): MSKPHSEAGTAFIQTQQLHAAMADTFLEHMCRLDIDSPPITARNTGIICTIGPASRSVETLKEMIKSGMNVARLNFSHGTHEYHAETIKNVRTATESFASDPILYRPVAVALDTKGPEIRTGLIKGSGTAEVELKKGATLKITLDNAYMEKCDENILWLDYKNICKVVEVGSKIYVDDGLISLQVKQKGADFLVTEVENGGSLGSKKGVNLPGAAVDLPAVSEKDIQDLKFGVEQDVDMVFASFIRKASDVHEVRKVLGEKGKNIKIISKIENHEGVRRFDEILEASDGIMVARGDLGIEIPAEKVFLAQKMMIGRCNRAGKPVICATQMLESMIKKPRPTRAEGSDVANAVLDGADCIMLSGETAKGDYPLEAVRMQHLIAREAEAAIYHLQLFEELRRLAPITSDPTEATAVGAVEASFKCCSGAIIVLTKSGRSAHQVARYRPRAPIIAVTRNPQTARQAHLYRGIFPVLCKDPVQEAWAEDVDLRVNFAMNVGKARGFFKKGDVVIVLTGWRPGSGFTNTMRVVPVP
#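 ATP formation by purified human PK-M2, quantified via coupled luciferase luminescence after 1 h at room temperature with 0.1 mM ADP and 0.5 mM PEP final.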
# Tb PFK inh: qHTS Assay to Find Inhibitors of T. brucei phosphofructokinase | ATP-dependent 6-phosphofructokinase (Trypanosoma brucei brucei), O15648 | T. brucei PFK, ADP-Glo luminescence | Potency, µM (top dose mostly 57.5 µM), for inactives: top-dose activity, negative = inhibition, actives largely listed as inhibitors | hit rate 0.17% among 330,000;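 further: potency means the concentration at half of the fitted maximal effect; 0% = uninhibited 1x PFK enzyme wells and -100% = no-enzyme wells; nearly all actives have a fitted effect of over 60% in size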
#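 In TEA buffer at pH 8.0 with 5 mM MgCl2, enzyme (1.25 nM) converted F6P (0.5 mM) and ATP (0.1 mM) for 45 min at room temperature. ADP product was read by luciferase luminescence.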
# FBPA coupling cs: qHTS Assay for Inhibitors of Fructose-1,6-bisphosphate Aldolase from Giardia Lamblia: Coupling assay counterscreen; coupling enzyme system counterscreen, AmpLite Red fluorescence; activity change, negative = inhibition, % at 58.2 µM, hits read low; hit rate 0.67% among 290,000; AID 2472, 2010; in the data active means activity change below about -30%; further: on the % scale 0 is the no-effect control and ±100 the full control effect
#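 First, compound is pin-transferred into glyceraldehyde-3-phosphate coupling-enzyme reagent at 57.5 uM final and held 10 min at RT. Next, substrate, coupling system and AmpLite Red are added. After 20 min RT, fluorescence (525/598 nm) is read.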
# Giardia killer: Small Molecules that selectively kill Giardia lamblia: qHTS; Giardia lamblia trophozoite viability; hit rate 0.15% among 340,000; activity change, % at 7.66 µM, hits read low; AID 540267, 2011; in the data active means activity change below about -80%; inconclusive means between about -30% and that limit;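 further: parasites exposed to compound for two days anaerobically before the ATP read; on the % scale 0 is the no-effect control and ±100 the full control effect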
#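 Giardia lamblia trophozoites (100 cells/well) were incubated with compounds for 48 h at 37 deg C under anaerobic conditions. Viability was read as ATP content by one-step luminescence after 15-30 min at room temperature.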
# S-ASM inh: Inhibitors of Secretory Acid Sphingomyelinase (S-ASM): qHTS; placental ASM, HMU-PC fluorogenic substrate, 60 min; Potency, µM (highest dose often 57.5 µM), without a hit: top-dose activity change, negative = inhibition, most hits filed as inhibitors; hit rate 0.006% among 340,000; further: potency means the concentration at half of the fitted maximal effect
#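 Fluorescence read-out (Ex 386 nm, Em 447 nm) after stopping the reaction at pH 10. Enzyme: ASM from human placenta; substrate HMU-PC0, 9 uM final; 60 min, 37 °C. Compound preincubation 10 min, ambient temperature.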
# B2AR arrestin: qHTS assay of beta-arrestin-biased ligands of beta2-adrenergic receptor. Beta-2 adrenergic receptor (Homo sapiens), P07550. beta-arrestin recruitment to beta2AR, cell-based reporter. Potency, µM (series often up to 46.1 µM), for inactives: at the top dose activation, actives largely listed as activators. hit rate 0.02% among 330,000;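 further: potency means the concentration at half of the fitted maximal effect; 0% = DMSO controls and full agonism = EC100 isoproterenol or metaproterenol; nearly all actives have a fitted effect of over 65% in size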
# Numbers without * were called inactive; ? = inconclusive; / = not tested or not shown; [ ] = dose if it differs, or a comment. Unless noted, the call rests on the fitted dose curve; in most records, active means well fitted curve in the direction sought with a large enough effect; inconclusive means small, poorly fitted or top-dose-only effect, or another doubt; inactive means no such curve, though single readings can be large; an effect the other way counts as inactive or inconclusive.
SMILES,GALK inhibitor,TSG101-PTAP inh,Menin MLL FP TR,Integrin act MD,BCR signal inh,PKM2 act,Tb PFK inh,FBPA coupling cs,Giardia killer,S-ASM inh,B2AR arrestin
O=C(Nc1ccccc1N1CCCC1)C1CCN(S(=O)(=O)c2ccccc2)CC1,/,-7%,/,15%,0%,/,-9%,/,18,1%,0.1%
Cc1noc(C)c1NC(=O)N(C)C[C@H]1Oc2ccc(NC(=O)Nc3ccc4c(c3)OCO4)cc2C(=O)N([C@H](C)CO)C[C@@H]1C,/,-1%,/,0%,?,/,2%,/,3,1%,0.0%
CCN(CC)c1ccc(/C=N/NC(=O)OC)c(O)c1,-2%,1%,1%,-10%,-11%,-4%,2%,-2,3,62%[activator],0.5%
CN1CCN(C(=S)c2ccc(-c3cccc([N+](=O)[O-])c3)o2)CC1,-3%,-3%,/,-10%,-6%,1%,2%,-1,36[activator],-7%,0.0%
O=C(Nc1cccc(F)c1)N1CCCCCC1,0%,-3%,10%,-26%,4%,-2%,2%,1,23,2%,-0.5%
CCN(C(C)=O)N(CC)c1nc(Cl)nc(NC(C)C)n1,1%,-4%,18%,17%,4%,-2%,0%,6,-22,0%,-0.1%
O=C(CN1CCN(c2ccc(O)cc2)CC1)N(C1CC1)C1CCS(=O)(=O)C1 (stereo unspecified),/,-2%,/,29%,-1%,/,-17%,/,-12,5%,-0.3%
Cc1cccc(NC(=O)C2CCCN(c3cnccn3)C2)c1 (stereo unspecified),6%,4%,/,17%,-4%,/,-8%,/,-6,-3%,0.0%
CC(=O)C1=C(O)C(=O)N(c2cccnc2)C1c1cccc([N+](=O)[O-])c1 (stereo unspecified),/,-10%,/,?,4%,0%,-1%,2,-10,5%,-0.4%
COc1ccc(Cc2nnc(NC(=O)CSc3ccc(C)cc3)s2)cc1,0%,-2%,2%,-8%,2%,4%,3%,2,12,-7%,2.9%
CC(=O)Cc1nsc(NC(=O)c2ccc(Br)o2)n1,-6%,0%,13%,13%,-12%,5%,1%,2,-12,-3%,0.5%
CN(C(=O)COc1nnc(-c2cccs2)c(-c2cccs2)n1)c1ccccc1,2%,-5%,-22%,-2%,-1%,-5%,-4%,4,-5,-3%,0.9%
OCCNC(=S)NC1CCCCC1,-2%,-3%,8%,13%,-11%,-3%,4%,0,-3,5%,0.1%
COc1ccccc1NC(=O)N1CCCC(CNC(=O)c2ccccc2Cl)C1 (stereo unspecified),4%,-6%,/,0%,3%,/,-4%,/,-10,4%,-0.1%
CCOC(=O)c1ccc2[nH]c(C)cc(=O)c2c1,2%,-2%,-13%,30%,2%,0%,1%,-2,5,6%,-0.2%
CCC(=O)Nc1cc(NC(=O)CSc2ncc(-c3ccc(F)cc3)n2Cc2ccco2)ccc1C,14%,-6%,0%,18%,?,5%,0%,5,8,-1%,-1.2%
CN(C(=O)CSc1nc2cc(C(=O)O)ccc2c(=O)n1Cc1ccccc1)C1CCS(=O)(=O)C1 (stereo unspecified),-2%,1%,8%,-16%,2%,-1%,-2%,13,-10,2%,-0.2%
COc1ccc(CCNC(=O)CSc2nnc(CNC(=O)c3cccs3)o2)cc1OC,-1%,-1%,/,13%,-7%,-1%,3%,-2,-5,1%,0.0%
NC1=NC(=O)/C(=C\c2cccnc2)S1,-1%,-5%,-7%,?,1%,2%,16%,-1,0,2%,0.1%
COc1ccc(CNC(=O)C2CCCN(S(=O)(=O)c3cc(C)ccc3OC)C2)cc1 (stereo unspecified),-3%,-8%,-17%,-2%,-5%,0%,-5%,-2,4,-1%,0.1%
COCCN(C(=O)c1cc(-c2ccco2)nc2ccccc12)c1c(N)n(Cc2ccccc2)c(=O)[nH]c1=O,/,-8%,/,0%,2%,/,-26%,/,-5,6%,0.0%
S=C(Nc1ccc(Nc2ccccc2)cc1)NC1CCCCCC1,1%,2%,?,-69%[inhibitor],2%,1%,1%,0,22,?,0.0%
COc1ccc2c(c1)OC[C@H]1[C@H]2N2C(=O)c3cc(OC)c(OC)cc3NC(=O)[C@@]2(C)[C@H]1c1ccccc1,/,2%,/,0%,?,/,-12%,/,50[activator],-11%,-0.9%
COc1ccc(NC(=O)C23CCC(C)(C(=O)O2)C3(C)C)cc1 (stereo unspecified),-1%,0%,-4%,6%,5%,-7%,-1%,0,-6,3%,0.0%
CCN(CC)S(=O)(=O)c1ccc(C(=O)OCCN2C(=O)c3cccc4c(N5CCOCC5)ccc(c34)C2=O)cc1,1%,?,-11%,-20%,0%,2%,3%,2,-9,7%,-0.8%
O=C(Nc1cnn(C23CC4CC(CC(C4)C2)C3)c1)c1cnn2c(C(F)(F)F)cc(-c3ccco3)nc12,0%,-8%,-4%,-8%,2%,1%,5%,-1,24,-14%,-0.4%
CCCCOC(=O)CSC1=C(C#N)C(c2ccccc2OC)C(C#N)C(=O)N1 (stereo unspecified),0%,-8%,27%,16%,-1%,0%,2%,5,-20,-6%,-0.3%
Cc1ccccc1C(=O)Nc1ccc2c(C#N)c3nc4ccccc4nc3n2c1,1%,-5%,?,17%,17%,2%,-3%,-19,-12,1%,-0.5%
CNc1ccc(C(=O)c2ccccc2C(=O)O)cc1[N+](=O)[O-],4%,-2%,16%,16%,4%,2%,0%,5,2,0%,-0.4%
O=C(C(c1ccccc1)c1ccccc1)N1CCN(Cc2ccncc2)CC1,-1%,-2%,-5%,5%,4%,-1%,1%,1,17,1%,-0.2%
CC(C)(C)OC(=O)N1CCN(c2ccc(NC(=O)c3ccco3)cc2)CC1,16%,-3%,4%,17%,-11%,2%,2%,0,4,-3%,0.1%
Cc1nnc(SCC(=O)N2CCN(S(=O)(=O)c3ccccc3)CC2)n1Cc1ccccc1,2%,-7%,-6%,-11%,0%,-2%,-4%,7,-4,-2%,-0.7%
CCn1cc(Cl)c(C(=O)Nc2nccs2)n1,-2%,-5%,-9%,13%,?,0%,10%,-1,-19,2%,-0.1%
Cc1ccc(NC(=O)CSc2nc3[nH]c(=O)cc(O)c3s2)c(Br)c1,/,-6%,/,-13%,3%,/,-3%,/,-1,0%,0.1%
O=C(Nc1cc(C(F)(F)F)ccc1Cl)c1ccncc1,14%,-1%,8%,8%,-13%,-6%,-8%,-3,0,3%,-0.6%
CC(C)n1c(C(F)(F)F)nc2cc(C(=O)N3CCOCC3)ccc21,/,-1%,3%,5%,1%,/,-12%,1,-4,0%,-0.3%
Cc1[nH][nH]c(=O)c1C(c1cc(Br)ccc1O)c1c(C)[nH][nH]c1=O,-3%,-4%,-7%,21%,-17%,/,0%,-7,-5,-2%,-0.6%
Cc1cc2c(=O)n(NC(N)=O)c(C)nc2s1,4%,2%,-10%,-3%,-1%,0%,-8%,1,-18,-2%,-0.4%
Cc1occc1C(=O)N1CCN(S(=O)(=O)c2ccccc2)CC1,4%,-2%,/,18%,-5%,5%,-2%,/,-7,6%,-0.5%
Cc1oc2cc(OCC(=O)O)ccc2c(=O)c1Oc1ccccc1,0%,-4%,0%,-11%,-15%,0%,3%,9,14,4%,-0.1%
Cc1ccc(NC(=O)C2CCN(S(=O)(=O)c3c(C)nn(C)c3C)CC2)c(Cl)c1,0%,-3%,-2%,-10%,8%,1%,3%,1,41[activator],-1%,0.4%
CCOc1ccccc1CN1CCN(CC2CC2)CC1CCO (stereo unspecified),-2%,0%,5%,-20%,1%,0%[11.5 µM],0%,2,-24,3%,-1.0%
O=C(Cn1cc2c(n1)CCCCC2)NCCCN1CCOCC1,0%,-2%,-13%,2%,1%,12%,1%,2,20,7%,-0.2%
COC(=O)c1cccc(N(CC(=O)NC2CCCC2)C(=O)CCC(=O)Nc2cc(C)on2)c1,0%,-2%,-7%,0%,4%,-3%,-2%,-2,7,1%,0.0%

# Screening data as filed in PubChem BioAssay.

# Some of the compounds tested, so the mix of outcomes need not match the whole.
